Screening results as filed in PubChem.
PG9 Ab binder – PG9 antibody binding by small molecule; TR-FRET gp120-PG9 antibody binding; inhibition, % at 6.7 µM; 360,000 compounds, 0.43% hits; AID 624416; in the data active = inhibition above about 8.5%
LEDGF integ inh – blocks HIV-1 LEDGF/p75-dependent DNA integration. TR-FRET IN-LEDGF/p75 DNA integration, Eu/Cy5. AID 743269. 370,000 compounds, 0.64% hits. inhibition, % at 3.7 µM;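 active = inhibition above the screen-wide mean plus 3 SD, cut at about 13% in these data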;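 note: signal is the Cy5 over europium emission ratio at 671 and 618 nm; 0% = plate median of compound wells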
rCAG RNA binder – binds r(CAG) RNA repeats. 370,000 compounds, 1.3% hits. r(CAG) RNA repeat, TO-PRO-1 dye displacement fluorescence. AID 651821. inhibition, % at 3 µM;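 active = inhibition above the plate cutoff, the mean of all test compounds on that plate plus 3 SD, cut at about 35% in these data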;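 note: 0% = DMSO alone and 100% = 100 µM mitoxantrone as full dye displacement; higher means more dye released from RNA so lower well fluorescence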
TDP2 absorb – TDP2 (human) inhibition, absorbance primary screen; O95551; recombinant TDP2, T5PNP hydrolysis, p-nitrophenol absorbance 415 nm; inhibition, % at 12.8 µM; 370,000 compounds, 0.34% hits; AID 720702;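 active = inhibition above the mean of all tested compounds plus 3 SD, set per campaign, cut at about 25% in these data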;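 note: 0% = DMSO with enzyme and 100% = buffer with substrate but no TDP2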
Target sequence (O95551 whole entry, looked up): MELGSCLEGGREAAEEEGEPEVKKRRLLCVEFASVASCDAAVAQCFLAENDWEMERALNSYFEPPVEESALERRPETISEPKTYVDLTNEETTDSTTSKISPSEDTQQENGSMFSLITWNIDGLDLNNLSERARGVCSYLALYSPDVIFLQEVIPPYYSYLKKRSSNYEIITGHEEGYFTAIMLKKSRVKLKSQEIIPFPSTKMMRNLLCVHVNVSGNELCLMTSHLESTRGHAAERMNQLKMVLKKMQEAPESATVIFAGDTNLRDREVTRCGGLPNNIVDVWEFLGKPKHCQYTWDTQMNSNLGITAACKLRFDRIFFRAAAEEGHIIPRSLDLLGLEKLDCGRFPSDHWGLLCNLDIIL
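System: recombinant human TDP2 / Amount: 120 nM TDP2 per well / Also added: 5 mM T5PNP chromogenic substrate / Doses: 12.8 µM single point, 1% DMSO / Incubation: 2 h at 37 °C / Detection: p-Nitrophenol epi absorbance / Evaluation: % inhibition relative to enzyme-containing and enzyme-free wells / Repeats: singlicate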
SIAE primary – human SIAE inhibition, primary screen. Q9HAT2. SIAE FP-Rh probe binding, fluorescence polarization. inhibition, % at 9.66 µM. 370,000 compounds, 0.69% hits. AID 1053197;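 active = inhibition above a cutoff: mean of compounds within the control limits plus 3 SD of those, cut at about 17% in these data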;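 note: 0% = plate median of compound wells and 100% = probe without SIAE protein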
mABHD4 FP – inhibits mouse alpha/beta hydrolase domain 4 | Q8VD66 | purified mABHD4, FP-Rh probe fluorescence polarization | inhibition, % at 8.92 µM | 370,000 compounds, 0.54% hits | AID 720543;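 active = inhibition exceeding the mean over every tested compound plus 3 SD, cut at about 30% in these data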;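 note: 0% = plate median of compound wells and 100% = S159A mutant with DMSO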
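Material: mouse ABHD4 enzyme, wild type; Benchmarks: S159A mutant high control, sample median low control; Buffer or medium: HEPES pH 7.0, NaCl, Pluronic buffer; Signal: fluorescence polarization; Read-out: percent inhibition of probe binding, normalized to plate controls; Timing: pre-incubation 45 min, probe exposure 60 min, at 25 °C; Dosing: 8.92 µM, single dose.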
Rev-erbA mod – Rev-erb alpha (human) modulation | P20393 | Rev-erbα–FITC-DNA binding, fluorescence polarization, 90 min | activity, % at 10 µM | 370,000 compounds, 0.79% hits | AID 1259318;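 active = activity above about 14%, limit read from the data; passing the limit was not always enough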;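 note: 0% = DMSO wells with 35 nM protein and 100% = DMSO wells with 750 nM protein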
PRMT1 FP inh – PRMT1 (human) inhibition, primary screen. Q99873. recombinant PRMT1, activity-based probe fluorescence polarization. inhibition, % at 2.79 µM. 370,000 compounds, 1.3% hits. AID 652257;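 active = inhibition above about 21% made by adding two undisclosed values, limit read from the data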
HTRA1 inh – inhibitors of human serine peptidase HTRA1 | 340,000 compounds, 0.5% hits | recombinant HTRA1, FP-rhodamine activity-based probe, fluorescence polarization | inhibition, % at 5.96 µM | Q92743; in the data active = inhibition above about 36%;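 note: 0% = enzyme with DMSO and 100% = wells lacking enzyme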
Target sequence (Q92743 whole entry, looked up): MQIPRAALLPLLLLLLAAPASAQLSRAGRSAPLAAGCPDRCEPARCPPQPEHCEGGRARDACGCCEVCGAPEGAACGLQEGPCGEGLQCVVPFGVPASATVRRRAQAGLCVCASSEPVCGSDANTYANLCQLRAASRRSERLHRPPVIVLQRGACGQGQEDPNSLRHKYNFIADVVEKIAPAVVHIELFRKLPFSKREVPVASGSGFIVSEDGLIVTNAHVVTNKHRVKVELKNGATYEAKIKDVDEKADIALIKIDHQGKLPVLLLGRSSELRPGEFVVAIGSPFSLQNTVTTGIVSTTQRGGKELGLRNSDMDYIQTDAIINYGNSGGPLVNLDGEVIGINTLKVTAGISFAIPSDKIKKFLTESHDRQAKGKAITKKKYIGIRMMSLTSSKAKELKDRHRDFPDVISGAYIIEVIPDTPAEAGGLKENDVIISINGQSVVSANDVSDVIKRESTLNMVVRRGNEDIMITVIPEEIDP
TCR-CD3 inh – human TCR-CD3 binding inhibition; TAMRA-labeled TCR probe fluorescence, biochemical; inhibition, % at 9.4 µM; 360,000 compounds, 0.37% hits; in the data active = inhibition above about 19%;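 note: recombinant mutant TCR 2C K166C tagged with TAMRA read by polarization; 0% = receptor in buffer alone and 100% = receptor with positive control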
* marks the source's active call; other numbers are inactive results. These rows are one share of the data, so the mix of outcomes need not match the whole.

`COC(=O)c1ccc(C(=O)OC)c(NC(=O)COc2ccccc2OC)c1` gave PG9 Ab binder 1.0, LEDGF integ inh 1.8, rCAG RNA binder 4.8, TDP2 absorb -0.1, SIAE primary 6.8, mABHD4 FP -4.3, Rev-erbA mod -5.4, PRMT1 FP inh 11.7, HTRA1 inh -4.1 and TCR-CD3 inh -7.6.
COc1ccc(-c2cc(C(=O)OCC(=O)c3cccc([N+](=O)[O-])c3)c3cc(C)ccc3n2)cc1 was read as PG9 Ab binder 0.0, LEDGF integ inh -0.4, rCAG RNA binder 5.1, TDP2 absorb -5.7, SIAE primary -8.5, mABHD4 FP -12.7, Rev-erbA mod -1.0, PRMT1 FP inh 1.9, HTRA1 inh -2.9 and TCR-CD3 inh -3.9.
Screening CC1CN(C(=O)c2ccc(S(=O)(=O)Nc3ccccc3Cl)cc2)CC(C)O1 (configuration not stated) returned PG9 Ab binder -1.3, LEDGF integ inh 2.3, rCAG RNA binder 5.1, TDP2 absorb -8.6, SIAE primary 3.6, mABHD4 FP 2.0, Rev-erbA mod -6.8, PRMT1 FP inh -7.9, HTRA1 inh 0.3 and TCR-CD3 inh -3.4.
COc1cccc(CNC(=O)C(=O)NCCC2CCCCN2S(=O)(=O)c2ccccc2)c1 (configuration not stated) was read as PG9 Ab binder 0.1, LEDGF integ inh 0.4, rCAG RNA binder -7.3, TDP2 absorb 6.8, SIAE primary -3.2, mABHD4 FP 0.8, Rev-erbA mod -4.6, PRMT1 FP inh -0.5, HTRA1 inh -12.4 and TCR-CD3 inh 5.8.
Screening CN(C(=O)c1cccc(COc2ccc(Cl)cc2Cl)c1)c1ccccc1 returned PG9 Ab binder -2.8, LEDGF integ inh -0.6, rCAG RNA binder -2.3, TDP2 absorb 3.0, SIAE primary -2.0, mABHD4 FP -7.2, Rev-erbA mod -5.1, PRMT1 FP inh 1.9, HTRA1 inh -38.2 and TCR-CD3 inh 1.5.
`CS(=O)(=O)N1CCC(Oc2ccccc2C(=O)N2CCCCC2CO)CC1` (configuration not stated) gave PG9 Ab binder -2.8, LEDGF integ inh 2.3, rCAG RNA binder -0.2, TDP2 absorb 4.7, SIAE primary 5.0, mABHD4 FP -3.9, Rev-erbA mod -4.2, PRMT1 FP inh -1.0, HTRA1 inh 8.1 and TCR-CD3 inh 2.5.
For Nc1ccc(C(=O)Nc2ccc(NC(=O)c3ccco3)c(O)c2)cc1 the results were PG9 Ab binder -4.6, LEDGF integ inh 0.5, rCAG RNA binder 0.7, TDP2 absorb -1.4, SIAE primary -3.5, mABHD4 FP 1.1, Rev-erbA mod 6.8, PRMT1 FP inh -0.2, HTRA1 inh 0.7 and TCR-CD3 inh -0.1.
For C/C(=N\OCC(=O)OCC(=O)Nc1cc(S(C)(=O)=O)ccc1Cl)c1ccc2c(c1)OCO2 the results were PG9 Ab binder 1.1, LEDGF integ inh 0.9, rCAG RNA binder 1.6, TDP2 absorb -3.7, SIAE primary -0.3, mABHD4 FP 4.6, Rev-erbA mod -1.4, PRMT1 FP inh -1.4, HTRA1 inh 8.7 and TCR-CD3 inh 1.1.
For COC(=O)c1sc(S(=O)(=O)Nc2ccc(Br)cc2)c(C(=O)OC)c1C the results were PG9 Ab binder -1.3, LEDGF integ inh 2.0, rCAG RNA binder 57.1*, TDP2 absorb -4.3, SIAE primary -0.8, mABHD4 FP -9.2, Rev-erbA mod 5.4, PRMT1 FP inh -2.6, HTRA1 inh -4.9 and TCR-CD3 inh 0.6.
`CCOC(=O)c1cc(CNC(=O)c2c(C)oc3c2CCCC3)c(C)o1` gave PG9 Ab binder -0.2, LEDGF integ inh -2.5, rCAG RNA binder 4.5, TDP2 absorb -13.7, SIAE primary -1.1, mABHD4 FP 3.8, Rev-erbA mod -3.0, PRMT1 FP inh 3.9, HTRA1 inh -2.4 and TCR-CD3 inh 0.6.
Cc1ccc(Nc2c(-c3ccccc3O)nc3cnccn23)cc1 was read as PG9 Ab binder -2.9, LEDGF integ inh 0.7, rCAG RNA binder 3.8, TDP2 absorb 7.8, SIAE primary 4.0, mABHD4 FP 4.8, Rev-erbA mod -0.5, PRMT1 FP inh 1.9, HTRA1 inh -16.0 and TCR-CD3 inh 0.1.
`C=CCn1c(=O)c(C(=O)NCCc2ccccc2)c(O)c2ccccc21` gave PG9 Ab binder -0.7, LEDGF integ inh 1.0, rCAG RNA binder -0.3, TDP2 absorb -6.5, SIAE primary -4.3, mABHD4 FP 3.9, Rev-erbA mod 11.8, PRMT1 FP inh -2.7, HTRA1 inh -37.9 and TCR-CD3 inh -1.3.
COC(=O)[C@]12C[C@H](CC(=O)NCC3CCCCC3)C(=O)N(Cc3ccc4c(c3)OCO4)C1=C[C@H](C(C)C)O[C@@H]2C1CC1 was read as LEDGF integ inh -2.7, rCAG RNA binder 4.0, TDP2 absorb -2.0, SIAE primary -0.9, mABHD4 FP -0.3, Rev-erbA mod 4.0 and PRMT1 FP inh 0.1.
`Cc1cc2nc(-c3cccnc3SCC(=O)NC(C)C)[nH]c2cc1C` gave PG9 Ab binder 0.7, LEDGF integ inh 0.9, rCAG RNA binder 0.5, TDP2 absorb -11.8, SIAE primary -2.4, mABHD4 FP -8.2, Rev-erbA mod -2.3, PRMT1 FP inh 2.7, HTRA1 inh 1.6 and TCR-CD3 inh 8.1.
`O=[N+]([O-])c1cnn(-c2nc(-c3ccccc3)cc(C(F)(F)F)n2)c1` gave PG9 Ab binder -1.6, LEDGF integ inh 0.5, rCAG RNA binder 0.4, TDP2 absorb -0.1, SIAE primary -3.4, mABHD4 FP 2.6, Rev-erbA mod -6.2, PRMT1 FP inh 1.1, HTRA1 inh -1.0 and TCR-CD3 inh 1.0.
`O=C(C/C=N\OCc1ccc([N+](=O)[O-])cc1)Nc1ccccc1` gave PG9 Ab binder 0.6, LEDGF integ inh -0.3, rCAG RNA binder -0.7, TDP2 absorb -10.9, SIAE primary 2.8, mABHD4 FP -6.9, Rev-erbA mod 4.2, PRMT1 FP inh -1.4, HTRA1 inh -0.6 and TCR-CD3 inh -6.6.
Screening COc1ccc(C(Nc2ccccn2)c2c(NC(=O)c3ccco3)sc(C)c2C)cc1 (configuration not stated) returned PG9 Ab binder -1.1, LEDGF integ inh -1.0, rCAG RNA binder 7.5, TDP2 absorb 7.2, SIAE primary -3.1, mABHD4 FP -12.8, Rev-erbA mod 3.8, PRMT1 FP inh -1.0, HTRA1 inh -20.0 and TCR-CD3 inh -1.1.
`COc1ccc(CC(=O)Nc2cccc(-c3nnc(-c4ccccc4)o3)c2)cc1OC` gave PG9 Ab binder 1.6, LEDGF integ inh 1.7, rCAG RNA binder 8.7, TDP2 absorb -15.7, SIAE primary -25.7, mABHD4 FP -17.6, Rev-erbA mod -0.2, PRMT1 FP inh 2.0, HTRA1 inh -16.1 and TCR-CD3 inh 0.8.
CCc1ccc(OCC(=O)O/N=C(\N)c2ccccn2)cc1 was read as PG9 Ab binder 0.7, LEDGF integ inh -2.2, rCAG RNA binder -4.9, TDP2 absorb -0.9, SIAE primary 0.0, mABHD4 FP 2.7, Rev-erbA mod -3.6, PRMT1 FP inh 2.5 and TCR-CD3 inh -3.3.
`O=C(CNC(=O)c1ccco1)N/N=C/c1ccccc1[N+](=O)[O-]` gave PG9 Ab binder -1.8, LEDGF integ inh 4.0, rCAG RNA binder 2.9, TDP2 absorb -2.1, SIAE primary -0.2, mABHD4 FP -1.0, Rev-erbA mod -3.5, PRMT1 FP inh -1.4, HTRA1 inh -4.1 and TCR-CD3 inh 3.4.
For COc1cccc(C(c2nnnn2Cc2ccc(F)cc2)N2CCC(C(N)=O)CC2)c1OC (configuration not stated) the results were PG9 Ab binder 1.2, LEDGF integ inh 3.8, rCAG RNA binder -7.3, TDP2 absorb 3.6, SIAE primary 3.0, mABHD4 FP 5.1, Rev-erbA mod -1.6, PRMT1 FP inh -3.6, HTRA1 inh 0.2 and TCR-CD3 inh -4.7.
`O=C(Nc1cccc2ccccc12)c1ccc(F)cc1` gave PG9 Ab binder 2.5, LEDGF integ inh 0.3, rCAG RNA binder 3.6, TDP2 absorb -4.0, SIAE primary 0.8, mABHD4 FP -8.5, Rev-erbA mod 0.0, PRMT1 FP inh 3.6, HTRA1 inh -0.6 and TCR-CD3 inh -2.2.
Cc1sc(NC(=O)c2ccco2)c(CN2CCN(c3ccccc3)CC2)c1C was read as PG9 Ab binder 0.0, LEDGF integ inh -1.3, rCAG RNA binder 4.4, TDP2 absorb -3.5, SIAE primary 3.2, mABHD4 FP -2.8, Rev-erbA mod -1.2, PRMT1 FP inh -2.4, HTRA1 inh 7.9 and TCR-CD3 inh 1.8.
Screening COc1cc(/C=C2/SC(=S)N(CC(=O)NNC(=O)c3ccc(F)cc3)C2=O)cc(OC)c1OC returned PG9 Ab binder -1.4, LEDGF integ inh -2.3, rCAG RNA binder 7.7, TDP2 absorb 3.0, SIAE primary -2.3, mABHD4 FP -8.0, Rev-erbA mod -12.7, PRMT1 FP inh 5.8, HTRA1 inh 2.5 and TCR-CD3 inh -0.7.
For CCCn1nnnc1NCc1ccc(OC)cc1OC the results were PG9 Ab binder -1.5, LEDGF integ inh 1.8, rCAG RNA binder -5.6, TDP2 absorb 7.2, SIAE primary 1.9, mABHD4 FP 4.1, Rev-erbA mod 1.1, PRMT1 FP inh -1.9, HTRA1 inh 0.1 and TCR-CD3 inh 6.8.
COc1ccc(N2CCN(C(=O)c3cccn4c(=O)c5ccccc5nc34)CC2)cc1 was read as PG9 Ab binder -0.7, LEDGF integ inh -2.6, rCAG RNA binder -1.2, TDP2 absorb 10.3, SIAE primary 4.0, mABHD4 FP 1.1, Rev-erbA mod -5.6, PRMT1 FP inh 0.3, HTRA1 inh 5.8 and TCR-CD3 inh 5.3.
Screening CSCCC(NC(=O)/C(=C/c1ccco1)NC(=O)c1ccc(Br)o1)C(=O)O (configuration not stated) returned PG9 Ab binder -2.6, LEDGF integ inh 2.1, rCAG RNA binder 1.8, TDP2 absorb 6.2, SIAE primary 1.0, mABHD4 FP 1.8, Rev-erbA mod -0.1, PRMT1 FP inh 10.3, HTRA1 inh 11.4 and TCR-CD3 inh 8.9.
For COC(=O)Nc1ccc(S(=O)(=O)N2CCN(CCN3C(=O)C4C5C=CC(C5)C4C3=O)CC2)cc1 (configuration not stated) the results were PG9 Ab binder -1.6, LEDGF integ inh 5.2, rCAG RNA binder -0.7, TDP2 absorb -8.9, SIAE primary 0.4, mABHD4 FP 4.8, Rev-erbA mod 3.5, PRMT1 FP inh -1.1, HTRA1 inh 4.9 and TCR-CD3 inh -2.4.
Screening CCN(CC)c1ccc(/C=N\NC(=O)c2cccc3cc[nH]c23)cc1 returned PG9 Ab binder -2.4, LEDGF integ inh 1.6, rCAG RNA binder 0.9, TDP2 absorb -7.4, SIAE primary 9.8, mABHD4 FP 9.4, Rev-erbA mod 5.6, PRMT1 FP inh -5.6, HTRA1 inh 2.5 and TCR-CD3 inh -1.7.
